# Compound activity from PubChem BioAssay.
# C diff growth = inhibitors of Clostridium difficile growth. Clostridium difficile clinical isolate growth, OD600, 24 h; hits give low values. growth activity, negative = inhibition, % at 16 µg/mL (by protocol). 86,000 tested, 0.25% active. AID 1259249;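 active means mean growth activity at or below -80% and every replicate also at or below -80%; inconclusive means mean at or below -80% but some replicate above -80%; inactive means mean growth activity above -80%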;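 further: 0% = DMSO wells and -100% = levofloxacin 16 µg/mL wells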
# GASC1 inh = KDM4C (human) demethylase inhibition; 96,000 tested, 0.15% active; GST-KDM4C 2-372, H3K9me3 peptide, LANCE TR-FRET; Q9H3R0; inhibition, % at 12.5 µM; AID 720574;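 active means mean replicate inhibition above about 25%, with at least 55% of replicates also reaching it, limit read from the data, passing the limit was not always enough; inconclusive means only one of those two conditions met; inactive means neither condition met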
# Target sequence (Q9H3R0 2-372 limits assumed): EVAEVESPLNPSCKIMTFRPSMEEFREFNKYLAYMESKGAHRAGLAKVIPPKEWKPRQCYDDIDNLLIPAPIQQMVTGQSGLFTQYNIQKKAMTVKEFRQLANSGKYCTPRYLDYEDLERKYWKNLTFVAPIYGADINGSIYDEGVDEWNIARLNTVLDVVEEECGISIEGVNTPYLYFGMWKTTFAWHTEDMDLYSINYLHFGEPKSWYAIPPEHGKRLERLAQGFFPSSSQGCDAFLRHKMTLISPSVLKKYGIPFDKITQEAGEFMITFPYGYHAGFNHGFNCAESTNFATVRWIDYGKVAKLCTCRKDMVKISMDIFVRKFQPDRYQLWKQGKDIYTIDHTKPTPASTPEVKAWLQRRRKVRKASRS
#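 Test system: N-terminal GST-fused human GASC-1 (KDM4C) fragment, residues 2-372; quantity: GASC-1 enzyme at 10 nM final in reaction; dosing: single dose; schedule: 30 min demethylation and 1 h detection at room temperature; signal: LANCE TR-FRET, excitation 340 nm, emissions 618 and 671 nm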
# Pf Dd2 inh = inhibitors of Plasmodium falciparum Dd2 growth; activity change, % at 10 µM; 94,000 tested, 2.3% active; AID 1159554; P. falciparum Dd2 growth, SYBR Green, 72 h; hits give low values; in the data active means activity change below about -80%; inconclusive means no clear call, values can overlap the other calls
# T cruzi growth = inhibitors of T. cruzi proliferation; inhibition, % at 8.34 µM; T. cruzi beta-gal in NIH3T3, GalScreen luminescence, 90 h; 77,000 tested, 5.9% active;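 active means mean inhibition above about 93%, with at least 55% of replicates each passing it, limit read from the data, passing the limit was not always enough; inconclusive means only one of those two conditions holds; inactive means neither condition holds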
# Numbers without * were called inactive; ? = inconclusive; . = not tested or not shown; & = joins results of further samples; ! = repeats disagree.
(1) O=C(Nc1cccc(F)c1)N1CC(=O)N2[C@H](CO)[C@H](c3ccc(-c4cccc(F)c4)cc3)[C@H]2C1
(2) CCCNC(=O)N[C@@H]1C=C[C@@H](CC(=O)NC2CCCCC2)O[C@H]1CO
(3) O=C(c1ccc(F)cc1)N1CC2(C1)[C@H](c1ccccc1)[C@H](CO)N2Cc1ccccn1
(4) C[C@H](CO)N1C[C@H](C)[C@H](CN(C)C(=O)NC2CCCCC2)Oc2ncc(C#Cc3cccc(F)c3)cc2C1=O
(5) O=C(C1CCC1)N1CCCCN2[C@H](C1)[C@H](c1ccc(-c3ccncc3)cc1)[C@@H]2CO
(6) C[C@@H]1CN([C@H](C)CO)C(=O)CCCn2cc(nn2)CO[C@H]1CN(C)C(=O)Nc1ccc(N2CCCCC2)cc1
(7) CCCN(C)C[C@H]1OCCCC[C@@H](C)Oc2ccc(NS(=O)(=O)c3ccccc3)cc2C(=O)N([C@H](C)CO)C[C@H]1C
(8) C[C@@H]1CN([C@@H](C)CO)C(=O)Cc2cc(NC(=O)Cn3cnnn3)ccc2O[C@@H]1CN(C)C(=O)Nc1ccc2c(c1)OCO2
Assay by compound,1,2,3,4,5,6,7,8
C diff growth,-9,.,12,17,3,1,1,-3
GASC1 inh,-1.3,0.6,-0.2,3.4,-1.4,-0.5,-1.8,-0.2
Pf Dd2 inh,10,24,0,-59,18,-3&-50,-54,33
T cruzi growth,.,-44,.,64,55,-21&7,50,-9

(9) C[C@@H]1CCCCO[C@@H](CN(C)S(C)(=O)=O)[C@@H](C)CN([C@H](C)CO)C(=O)c2cc(N(C)C)ccc2O1
(10) C[C@H](CO)N1C[C@H](C)[C@@H](CN(C)Cc2ccc(C(F)(F)F)cc2)Oc2ccc(NC(=O)c3ccncc3)cc2CC1=O
(11) CN(C)CCCNC(=O)[C@H]1[C@H](CO)[C@H]2Cn3c(ccc(-c4ccccc4)c3=O)[C@H]2N1C
(12) C[C@@H]1CN([C@@H](C)CO)C(=O)c2cccc(NC(=O)c3ccncc3)c2O[C@H]1CN(C)S(=O)(=O)c1cn(C)cn1
(13) C[C@@H]1CN([C@@H](C)CO)C(=O)c2cc(NC(=O)Nc3ccc(C(F)(F)F)cc3)ccc2O[C@@H](C)CCCCO[C@@H]1CN(C)Cc1ccc2c(c1)OCO2
(14) COc1ccc(CN(C)C[C@@H]2Oc3ccc(NC(=O)c4ccncc4)cc3CC(=O)N([C@H](C)CO)C[C@@H]2C)cc1
(15) CC(=O)N1[C@@H](CO)[C@@H](c2ccccc2)C12CN(C(=O)Cc1ccccc1)C2
(16) C[C@H](CO)N1C[C@H](C)[C@@H](CN(C)CC2CCCCC2)OCc2cnnn2CCCC1=O
Assay by compound,9,10,11,12,13,14,15,16
C diff growth,-3,-10,1,.,-10,-4,1,.
GASC1 inh,3.8,0.6,14,-0.4,-0.3,-0.9,-1.2,1.4
Pf Dd2 inh,12,-7,2,31,-66,11,-12,-6
T cruzi growth,101*!,96*,-15,-3,123*,49,.,-3

(17) O=C(c1ccc(F)cc1)N1CC(=O)N2[C@H](C1)[C@H](c1ccc(-c3ccccc3F)cc1)[C@@H]2CO
(18) C[C@@H]1CCCCO[C@@H](CN(C)CC2CCCCC2)[C@H](C)CN([C@H](C)CO)C(=O)c2cc(NS(=O)(=O)c3cn(C)cn3)ccc2O1
(19) COc1ccc(S(=O)(=O)Nc2ccc3c(c2)C(=O)N([C@H](C)CO)C[C@@H](C)[C@H](CN(C)S(=O)(=O)c2ccccc2)O3)cc1
(20) O=C(C1CCC1)N1CCCCN2[C@@H](CO)[C@@H](c3ccc(C#CC4(O)CCCC4)cc3)[C@@H]2C1
(21) C[C@@H]1CCCCO[C@@H](CN(C)S(=O)(=O)c2cn(C)cn2)[C@H](C)CN([C@@H](C)CO)C(=O)c2cc(NC(=O)c3ccccc3)ccc2O1
(22) CC(C)C#Cc1cnc2c(c1)C(=O)N([C@@H](C)CO)C[C@@H](C)[C@@H](CN(C)C(=O)Cc1ccncc1)O2
(23) CC=Cc1ccc2n(c1=O)C[C@H]1[C@H](CO)[C@@H](C(=O)N3CCc4ccccc4C3)[C@@H]2N1Cc1ccccc1 (mixture of isomers)
(24) C[C@@H]1CCCCO[C@@H](CN(C)Cc2ccc(C(=O)O)cc2)[C@@H](C)CN([C@@H](C)CO)C(=O)c2cc(NS(=O)(=O)c3ccc(F)cc3)ccc2O1
Assay by compound,17,18,19,20,21,22,23,24
C diff growth,-5,1,6,3,0,0,3,-2
GASC1 inh,0.0,3.2,-0.3,-0.6,0.0,.,0.9,3.6
Pf Dd2 inh,-4,26,-19,35,14,-26,-19,2
T cruzi growth,.,-78,-5,?,-5,39,94,50

# Nos. 1 to 3, reprinted for reference:
(1) O=C(Nc1cccc(F)c1)N1CC(=O)N2[C@H](CO)[C@H](c3ccc(-c4cccc(F)c4)cc3)[C@H]2C1
(2) CCCNC(=O)N[C@@H]1C=C[C@@H](CC(=O)NC2CCCCC2)O[C@H]1CO
(3) O=C(c1ccc(F)cc1)N1CC2(C1)[C@H](c1ccccc1)[C@H](CO)N2Cc1ccccn1
Assay by compound,1,2,3
C diff growth,-9,.,12
GASC1 inh,-1.3,0.6,-0.2
Pf Dd2 inh,10,24,0
T cruzi growth,.,-44,.

# (next part)
(25) Cc1ccccc1NC(=O)Nc1ccc2c(c1)C(=O)N(C)[C@H]1CC[C@@H](CC(=O)O)O[C@H]1CO2
(26) CCC(=O)N1[C@H](CN(C(C)C)S(C)(=O)=O)[C@H](c2ccccc2)[C@@H]1CO
(27) C[C@@H]1CN([C@@H](C)CO)S(=O)(=O)c2ccc(-c3cncnc3)cc2O[C@H]1CN(C)Cc1cncnc1
(28) O=C(O)C[C@@H]1C[C@H]2c3cc(NC(=O)C4CCC4)ccc3O[C@H]2[C@H](CO)O1
(29) C[C@H](CO)N1C[C@H](C)[C@H](CN(C)C(=O)CCC(F)(F)F)OCCCC[C@H](C)Oc2ccc(NS(C)(=O)=O)cc2C1=O
(30) C[C@@H]1CN([C@H](C)CO)C(=O)Cc2cc(NS(=O)(=O)c3ccc(F)cc3)ccc2O[C@@H]1CN(C)S(=O)(=O)c1ccc(F)cc1
(31) C[C@@H]1CN([C@@H](C)CO)C(=O)c2cccc(NC(=O)Nc3ccccc3)c2O[C@@H]1CN(C)C
(32) CCNC(=O)Nc1ccc2c(c1)C(=O)N(C)[C@@H]1CC[C@@H](CC(=O)NCC3CCCCC3)O[C@H]1CO2
Assay by compound,25,26,27,28,29,30,31,32
C diff growth,8,-4,-9,-4,-1,18,4,-2
GASC1 inh,-0.7,-0.4,-0.8,-1.6,0.7,-1.1,-1.0,3.0
Pf Dd2 inh,12,14,38,13,13,1,-36,1
T cruzi growth,83,17,14,.,-4,72,-31,11

(33) O=C(C1CCCC1)N1CC[C@H]2[C@H](CO)Nc3ccc(C#Cc4ccc(F)cc4)cc3[C@H]21
(34) O=C(C[C@H]1CC[C@H]2[C@@H](COC[C@H](O)CN2C(=O)Nc2ccc(Cl)cc2)O1)NCC1CCCCC1
(35) C[C@@H]1CN([C@@H](C)CO)C(=O)c2cc(NS(=O)(=O)c3ccc(Cl)cc3)ccc2O[C@@H](C)CCCCO[C@@H]1CN(C)CC1CCCCC1
(36) C[C@@H]1CCCCO[C@@H](CN(C)Cc2ccccc2)[C@@H](C)CN([C@@H](C)CO)C(=O)c2cc(NC(=O)Nc3ccc(C(F)(F)F)cc3)ccc2O1
(37) Cc1ccc(S(=O)(=O)N(C)C[C@@H]2OCCCC[C@@H](C)Oc3ccc(NC(=O)Nc4ccc5c(c4)OCO5)cc3C(=O)N([C@H](C)CO)C[C@H]2C)cc1
(38) C[C@@H](NC(=O)C[C@@H]1C[C@@H]2c3cc(NC(=O)C4CCOCC4)ccc3O[C@@H]2[C@@H](CO)O1)c1ccccc1
(39) C[C@@H]1CCCCO[C@@H](CN(C)C)[C@H](C)CN([C@@H](C)CO)C(=O)c2cc(NS(=O)(=O)c3ccc(F)cc3)ccc2O1
(40) COc1ccc(S(=O)(=O)Nc2ccc3c(c2)C(=O)N([C@H](C)CO)C[C@@H](C)[C@@H](CN(C)S(=O)(=O)c2ccc(F)cc2)OCCCC[C@H](C)O3)cc1
Assay by compound,33,34,35,36,37,38,39,40
C diff growth,16,43&1,-3,29,.,.,3,12
GASC1 inh,.,1.0,-1.2,-1.8,-0.6,-2.7,1.3,0.3
Pf Dd2 inh,-73,-4,-41,-62,-73,-6,11,-57
T cruzi growth,.,3,91,86,.,9,79,95*

(41) C[C@H]1CN([C@@H](C)CO)C(=O)Cc2cc(N(C)C)ccc2O[C@@H]1CN(C)C(=O)Nc1ccc2c(c1)OCO2
(42) CN1c2ccc(-c3ccc(C#N)cc3)cc2[C@H]2[C@H](CCN2C(=O)C2CCCCC2)[C@@H]1CO
(43) CCNC(=O)C[C@H]1CC[C@H]2[C@@H](COc3ccc(NC(=O)Nc4ccc(C)cc4)cc3C(=O)N2C)O1
(44) CO[C@@H]1CN(C)C(=O)c2cc(NC(=O)C3CCC3)ccc2OC[C@@H](C)N(Cc2nccs2)C[C@@H]1C
(45) Cc1noc(C)c1S(=O)(=O)Nc1ccc2c(c1)CC(=O)N([C@H](C)CO)C[C@@H](C)[C@H](CN(C)C(=O)Nc1ccccc1)O2
(46) CN1[C@@H]2c3ccc(C4=CCCC4)c(=O)n3C[C@@H]2[C@@H](CO)[C@@H]1C(=O)NC1Cc2ccccc2C1
(47) C[C@@H]1CN([C@@H](C)CO)C(=O)c2cc(NC(=O)CCCCCC(=O)Nc3ccccc3N)ccc2O[C@H]1CN(C)C(=O)Nc1cccc2ccccc12
(48) CCNC(=O)C[C@H]1CC[C@H]2[C@H](COc3ccc(NC(=O)Cc4cccs4)cc3C(=O)N2C)O1
Assay by compound,41,42,43,44,45,46,47,48
C diff growth,-2,21,-6,.,8,3,5,8
GASC1 inh,1.4,-2.5,-3.2,-1.5,-3.0,11,1.7,-1.1
Pf Dd2 inh,14,-32,-7,.,30,12,-68,18
T cruzi growth,8,-2,3,20,-10,40,.,-9

(49) Cc1ccc(S(=O)(=O)N2C[C@H]3[C@@H](c4ccccc42)[C@H](CO)N3Cc2cccnc2)cc1
(50) CNC[C@H]1Oc2cc(C#CC3CCCCC3)ccc2S(=O)(=O)N([C@H](C)CO)C[C@@H]1C
(51) CC(C)NC(=O)N(C)C[C@@H]1Oc2ncc(-c3cccc(C#N)c3)cc2C(=O)N([C@H](C)CO)C[C@@H]1C
(52) O=C(C[C@H]1CC[C@H]2[C@@H](COC[C@@H](O)CN2CC2CCOCC2)O1)NCC1CC1
(53) Cc1noc(C)c1NC(=O)N(C)C[C@H]1Oc2ccc(NC(=O)c3ccncc3)cc2C(=O)N([C@H](C)CO)C[C@@H]1C
(54) CCCN1[C@@H]2c3ccc(-c4ccccc4)c(=O)n3C[C@@H]2[C@@H](CO)[C@@H]1C(=O)OC
(55) Cc1noc(C)c1NC(=O)N(C)C[C@@H]1Oc2ncc(C#CCN(C)C)cc2C(=O)N([C@H](C)CO)C[C@@H]1C
(56) CNC(=O)C[C@@H]1CC[C@@H]2[C@H](COC[C@@H](O)CN2C(=O)c2ccc3c(c2)OCO3)O1
Assay by compound,49,50,51,52,53,54,55,56
C diff growth,-8,7,7&0,-3&-7,-3,5,-4&0,0&-1
GASC1 inh,-2.0,0.8,-2.5,-0.2,-1.0,5.7,3.4,2.5
Pf Dd2 inh,5,-64,23&25,.,22,-22,53&67,-30
T cruzi growth,51,.,20&-51,25,-71,54,-8&34,.

(57) CCCNC(=O)N1C[C@@H](O)COC[C@H]2O[C@@H](CC(=O)N[C@H]3CCN(Cc4ccccc4)C3)CC[C@@H]21
(58) C[C@H]1CN([C@@H](C)CO)C(=O)c2ccccc2-c2ccccc2CO[C@@H]1CN(C)Cc1ccc(F)cc1
(59) C[C@H](CO)N1C[C@H](C)[C@H](CN(C)C(=O)NC2CCCCC2)OCCCC[C@H](C)Oc2ccc(N(C)C)cc2C1=O
(60) C[C@H]1CN([C@@H](C)CO)C(=O)Cc2cc(NC(=O)CCC(F)(F)F)ccc2O[C@@H]1CN(C)Cc1ccccc1
(61) C[C@@H]1CCCCO[C@H](CN(C)C(=O)CCC(F)(F)F)[C@@H](C)CN([C@H](C)CO)C(=O)c2cc(N(C)C)ccc2O1
(62) C[C@@H]1CN([C@H](C)CO)S(=O)(=O)c2ccc(C#CC3(O)CCCC3)cc2O[C@@H]1CN(C)C(=O)Cc1ccncc1
(63) COc1ccc(-c2ccc3c(c2)O[C@H](CN(C)C(C)=O)[C@@H](C)CN([C@@H](C)CO)S3(=O)=O)cc1
Assay by compound,57,58,59,60,61,62,63
C diff growth,4&-1,10,5,-4,0,-3,2
GASC1 inh,-0.3,0.9,10,2.9,0.6,0.7,9.2
Pf Dd2 inh,.,-60,-52,-16,10,-30,0
T cruzi growth,10,31,111*,46,31,.,50
